Source: PubChem BioAssay (several laboratories)
MCL1-BIM inh = inhibitors of human MCL1 binding to BIM-BH3 peptide; hit rate 0.68% among 320,000; GST-MCL1 / FITC-Bim-BH3 fluorescence polarization; inhibition, % at 10.9 µM;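 active means inhibition above the mean inhibition of all tested compounds plus 3 SD, set per campaign, cut at about 40% in these data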;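 further: 0% = DMSO wells and 100% = unlabeled Bim-BH3 peptide control; higher means more loss of mP so more displacement of Bim peptide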
Target sequence (Q07820 whole entry, looked up): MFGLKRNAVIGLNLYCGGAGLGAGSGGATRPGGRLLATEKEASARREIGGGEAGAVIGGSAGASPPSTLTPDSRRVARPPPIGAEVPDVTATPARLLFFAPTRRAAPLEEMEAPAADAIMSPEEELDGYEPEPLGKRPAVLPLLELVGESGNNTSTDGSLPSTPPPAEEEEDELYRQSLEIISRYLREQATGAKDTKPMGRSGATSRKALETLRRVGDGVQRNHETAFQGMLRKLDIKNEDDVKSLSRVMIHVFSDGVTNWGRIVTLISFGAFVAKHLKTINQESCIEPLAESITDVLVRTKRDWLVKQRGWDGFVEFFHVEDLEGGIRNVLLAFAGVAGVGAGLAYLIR
GSTO1 inh = blocks human GSTO1 in RBBP9 counter-screen; P78417; recombinant GSTO1, activity-based probe fluorescence polarization; inhibition, % at 5.96 µM; hit rate 1.1% among 300,000; AID 1974;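 active means inhibition above the campaign mean inhibition plus 3 SD, cut at about 35% in these data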;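 further: 0% = GSTO1-1 with DMSO and 100% = wells lacking GSTO1-1 enzyme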
Target sequence (P78417 whole entry, looked up): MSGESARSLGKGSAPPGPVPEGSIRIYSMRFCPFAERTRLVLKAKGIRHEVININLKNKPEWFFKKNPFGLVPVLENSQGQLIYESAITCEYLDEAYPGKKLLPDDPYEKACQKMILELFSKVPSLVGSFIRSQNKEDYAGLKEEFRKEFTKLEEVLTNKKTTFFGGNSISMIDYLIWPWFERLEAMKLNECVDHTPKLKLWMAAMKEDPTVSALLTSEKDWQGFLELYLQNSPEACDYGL
GLD-1 TGE inh = GLD-1-TGE RNA interaction inhibition (C. elegans) | hit rate 0.44% among 320,000 | Q17339 | purified GLD-1 + fluorescein TGE RNA, fluorescence polarization | inhibition, % at 5.96 µM | AID 2280;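 active means percent inhibition above a per-plate cutoff, the plate mean of test compounds plus 3 SD, cut at about 30% in these data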;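 further: 0% = DMSO wells with GLD-1 and probe and 100% = wells lacking GLD-1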
Fam108B counter = blocks mouse Fam108B hydrolase in RBBP9 counter-screen. recombinant Fam108B, FP-Rh probe fluorescence polarization. inhibition, % at 9.51 µM. hit rate 0.33% among 300,000. AID 1947;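 active means inhibition above the screen mean inhibition plus 3 SD, computed separately per campaign, cut at about 18% in these data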;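 further: inhibitors lower polarization as less probe binds the enzyme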
PAD4 inh = inhibitors of human PAD4; recombinant PAD4, RCA probe fluorescence polarization; inhibition, % at 6.36 µM; hit rate 0.41% among 330,000;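 active means percent inhibition above a cutoff equal to the mean of all tested compounds plus 3 SD, cut at about 15% in these data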;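 further: 0% = PAD4 with RCA probe and DMSO and 100% = probe without PAD4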
Bcl-xL primary = inhibitors of human Bcl-xL; Q07817; GST-Bcl-xL / FITC-Bim BH3 peptide fluorescence polarization; inhibition, % at 10.9 µM; hit rate 0.7% among 320,000; AID 2129;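 active means inhibition above the mean of all tested compounds plus 3 SD, cutoff set per campaign, cut at about 30% in these data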;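 further: 0% = DMSO wells and 100% = unlabeled Bim-BH3 peptide competitor; inhibitors lower millipolarization by displacing the labeled peptide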
MEX-5 binding = C. elegans MEX-5 TCR-2 RNA binding activity | activity score (negative = inhibition of binding), % at 10 µM | Q9XUB2 | MEX-5/FITC-TCR2 RNA binding, fluorescence polarization; stronger effect = lower value | hit rate 0.38% among 300,000;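 active means inhibition past about -25% in most replicates, and total fluorescence under double the plate's negative control median, limit read from the data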;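 further: 0% = DMSO and -100% = 5 µM competing unlabeled TCR2 RNA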
PME-1 inh = blocks human protein phosphatase methylesterase 1. Q9Y570. recombinant PME-1, FP-Rh probe fluorescence polarization. inhibition, % at 5.9 µM. AID 2130. hit rate 0.53% among 320,000;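 active means inhibition above the campaign mean of all compounds plus 3 SD, cut at about 26% in these data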;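 further: competitive labeling of PME-1 active site by serine hydrolase directed probe; 0% = PME-1 with DMSO and 100% = wells lacking PME-1 enzyme; inhibitors block probe labeling so polarization falls and inhibition rises; many of its hits are not listed in these tables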
Target sequence (Q9Y570 whole entry, looked up): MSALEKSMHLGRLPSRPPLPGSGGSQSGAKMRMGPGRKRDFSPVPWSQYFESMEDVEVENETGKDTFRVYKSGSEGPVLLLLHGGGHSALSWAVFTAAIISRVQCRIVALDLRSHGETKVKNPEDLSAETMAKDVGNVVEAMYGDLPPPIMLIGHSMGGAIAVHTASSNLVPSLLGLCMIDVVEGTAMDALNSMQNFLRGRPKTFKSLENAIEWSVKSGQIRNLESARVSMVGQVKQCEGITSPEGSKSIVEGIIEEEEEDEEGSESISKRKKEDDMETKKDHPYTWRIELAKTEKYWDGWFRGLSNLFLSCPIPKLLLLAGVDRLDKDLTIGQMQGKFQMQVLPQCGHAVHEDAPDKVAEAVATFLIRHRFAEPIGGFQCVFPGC
TPT1 inhibitor = blocks Candida albicans tRNA 2'-phosphotransferase; recombinant caTPT1, FP RNA substrate dephosphorylation; inhibition, % at 5 µM; hit rate 0.81% among 300,000;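 active means inhibition above the mean of all tested compounds plus 3 SD, set per screening campaign, cut at about 24% in these data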;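 further: plate controls were DMSO alone for no effect and ferristatin control at 100 nM for full effect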
* hit, by the source's call; · = no result given. A portion of the library; the hit share may differ from the screen's.

SMILES	MCL1-BIM inh	GSTO1 inh	GLD-1 TGE inh	Fam108B counter	PAD4 inh	Bcl-xL primary	MEX-5 binding	PME-1 inh	TPT1 inhibitor
CCOC(=O)c1ccc(N(CC(=O)NC2CCCCC2)C(=O)CNC(=O)c2ccco2)cc1	9	2	-8	-3	-3	3	-1.0	-2	-7
Cn1nc(-c2ccccc2)cc1NS(=O)(=O)c1ccc(C#N)cc1	97*	5	61*	-4	0	100*	-1.1	2	-37
O=C1c2ccccc2-c2c1cccc2C(=O)N(CCO)CCO	1	-5	2	-2	-2	4	-0.3	4	2
Cc1cccc(C(=O)NNC(=O)c2ccco2)c1O	8	1	0	4	0	1	-15	-1	-4
Cc1cccc(NC(=O)C2C(c3ccccc3)C2(Cl)Cl)c1C (configuration not stated)	5	-2	-3	2	-3	1	-1.0	10	-1
CNC(=S)N1CCN(C(=O)C2CCCO2)CC1 (configuration not stated)	-3	0	-3	-4	-6	-6	-1.6	-3	0
N#Cc1nc(N)nc(N(c2ccccc2)c2ccccc2)n1	-6	3	-1	0	6	4	0.3	-3	-2
CCC1=C2CC[C@H]3C(=O)N(C)C(=O)[C@H]3[C@H]2[C@@]2(Cc3ccccc3)C(=NCCOC)OC(=O)N2C1=O	11	7	2	3	0	0	-1.0	-3	-5
COc1ccccc1C(=O)C1CCCN(C(=O)c2ccccn2)C1 (configuration not stated)	4	-2	2	1	-1	5	0.8	2	-2
CC(CN1CCOCC1)OC(=O)c1ccc(Br)cc1 (configuration not stated)	1	15	6	3	-2	-3	-1.5	-1	-7
O=C(OCCN1CCN(C2=NS(=O)(=O)c3ccccc32)CC1)c1cccc(Br)c1	9	-3	8	0	2	5	-2.9	10	-5
Cc1ccc(OCC(=O)NNC(=O)C2CCN(c3ncnc4sc(C)c(C)c34)CC2)cc1	3	7	4	-4	-1	0	-1.7	2	1
COCCN(C(=O)COC(=O)c1ccc(C)o1)c1c(N)n(Cc2ccccc2)c(=O)[nH]c1=O	-5	2	3	2	-4	2	0.3	5	0
O=[N+]([O-])c1ccc(/C=N/N2CCCCC2)cc1	1	3	-1	-2	-1	5	1.5	-7	-1
CCOC(=O)c1c(-c2ccc(C)cc2)csc1NC(=O)C1CCCO1 (configuration not stated)	4	12	4	-1	6	5	·	-13	1
Cc1cc(=O)oc2cc(OC(=O)CCN3C(=O)c4ccccc4C3=O)ccc12	3	-5	1	3	3	-1	0.1	-2	3
CCn1c(CCC(=O)O)nc2cc(S(=O)(=O)N(C)C)ccc21	1	0	5	-6	4	0	0.8	-1	-3
CCOc1ccc(C(=O)NCC(=O)OCC(=O)Nc2ccc(C)c(S(=O)(=O)N(C)C)c2)cc1	-4	-6	-3	-4	2	-2	0.2	-1	1
CC(=O)Nc1cccc(NS(=O)(=O)c2cccc3nsnc23)c1	0	3	8	-4	-4	5	-3.1	4	-1
CSc1ccccc1OCc1cc(C(=O)N(C)CC2COCCO2)no1 (configuration not stated)	-2	-2	5	2	1	7	-1.0	3	-2
Cc1ccc(-c2nnc(-c3ccc4c(c3)OCO4)o2)cc1	-3	2	1	-4	4	3	1.8	-3	-2
CSc1ccc(CN2C(=O)NC3(CCCCCC3)C2=O)cc1	-4	3	3	2	-2	0	0.7	-1	0
Cn1c(SCC(=O)NCCc2ccccc2)ncc(C(=O)Nc2ccccc2)c1=O	0	9	2	0	0	5	-1.0	-1	3
Cc1ccc(S(=O)(=O)N2CCN(C(=O)c3ccc(N4CCCC4)c([N+](=O)[O-])c3)CC2)cc1	1	-1	-3	0	1	1	-2.7	2	0
COc1ccc(NC(=O)Nc2ccccc2SC)c(OC)c1	-5	5	8	-6	-5	10	0.1	-4	-2
C=CCN(C(=O)CSc1nc2[nH]ncc2c(=O)n1-c1ccccc1OC)c1ccccc1	-10	-2	-2	-2	-3	0	·	8	7
CC1CCN(C(=O)c2ccc3c(c2)NC(=O)/C(=C/c2ccccc2)S3)CC1	4	-250	-1	-5	2	3	2.8	15	-1
NC1=NS(=O)(=O)NC1c1ccc(F)cc1 (configuration not stated)	1	-3	5	0	-6	-1	0.3	-5	-2
O=C(COc1ccccc1)Nc1nnc(S(=O)(=O)N2CCCCCC2)s1	1	-36	3	-5	4	2	-2.6	2	-1
COc1ccccc1C1CCN(c2ccc(CO)cc2[N+](=O)[O-])CC1	3	16	3	4	0	6	3.3	7	1

One compound at a time, from the list above. Screens in order: MCL1-BIM inh | GSTO1 inh | GLD-1 TGE inh | Fam108B counter | PAD4 inh | Bcl-xL primary | MEX-5 binding | PME-1 inh | TPT1 inhibitor
Record of COc1ccc(NC(=O)Nc2ccccc2SC)c(OC)c1 → -5 | 5 | 8 | -6 | -5 | 10 | 0.1 | -4 | -2
Record of CCn1c(CCC(=O)O)nc2cc(S(=O)(=O)N(C)C)ccc21 → 1 | 0 | 5 | -6 | 4 | 0 | 0.8 | -1 | -3
Record of COc1ccccc1C1CCN(c2ccc(CO)cc2[N+](=O)[O-])CC1 → 3 | 16 | 3 | 4 | 0 | 6 | 3.3 | 7 | 1

The list continues:
SMILES	MCL1-BIM inh	GSTO1 inh	GLD-1 TGE inh	Fam108B counter	PAD4 inh	Bcl-xL primary	MEX-5 binding	PME-1 inh	TPT1 inhibitor
CNC(=S)N(C)c1ccccc1	-6	-3	1	-2	-2	-4	2.5	-4	-3
O=C(Cc1ccc(Cl)cc1)Nc1ccc(NC(=O)c2ccccc2)cc1	7	3	-4	6	0	0	-1.8	-1	-2
CCOc1ccc(S(=O)(=O)NCCC(=O)OCC(=O)N2CC(=O)Nc3ccccc32)cc1	6	8	2	-1	-3	9	0.7	2	-2
COc1ccc(NS(=O)(=O)c2cccc(NC(=O)C3=NN(c4ccccc4)C(=O)CC3)c2)cc1	3	0	2	-6	0	4	-7.4	-1	0
Nc1cccnc1Oc1ccc(F)cc1F	7	-3	1	3	4	10	2.3	2	-1
N#Cc1cccc(NC(=O)COC(=O)CCc2ccc(S(=O)(=O)N3CCOCC3)cc2)c1	4	·	1	·	-5	-5	·	3	·
CCOc1ccc(OCC)c(S(=O)(=O)NNC(=O)c2c(C)nc3ccccn23)c1	8	3	3	3	4	5	0.5	5	-2
COc1ccc(CCNC(=O)Cn2nnc(-c3cccs3)n2)cc1OC	4	1	5	1	5	2	-3.6	-2	-1
CCOc1ccc(S(=O)(=O)N(CC)CC(=O)NCc2ccncc2)cc1	-9	0	-2	2	6	-6	-3.0	1	2
CCCN(C(=O)c1c(-c2ccccc2)noc1C)c1c(N)n(Cc2ccccc2)c(=O)[nH]c1=O	5	·	5	·	-2	3	·	-6	·
O=C(CNC(=O)c1ccc2ccccc2c1)Nc1ncccc1O	29	·	12	·	-6	19	·	-4	·
Cc1ccc2c(CC(=O)N3CCN(S(=O)(=O)c4cccs4)CC3)coc2c1	-19	-2	-5	-3	2	-3	-2.1	0	6
CN(Cc1cc2cc(F)ccc2[nH]1)Cc1nc(-c2cnccn2)no1	8	-3	2	3	-3	10	2.3	1	2
COc1cccc(CN2CCN(c3nc4nonc4nc3N3CCCCC3)CC2=O)c1	8	-1	10	-1	-2	6	-1.4	2	0
CS(=O)(=O)N1CC(C(=O)NC2CCCC2)Oc2ccc(Cl)cc21 (configuration not stated)	4	4	-7	6	-3	6	0.4	6	-2
CCC(CC)NCc1ccc2c(c1)c1ccccc1n2CC	-5	0	1	-5	-2	7	0.1	0	-1
O=C(NCCC(=O)N1CCN(c2ccccn2)CC1)c1ccc(Br)cc1	2	3	-2	-3	6	4	1.4	-2	-1
CSCCC(NC(=O)CCNC(=O)c1ccccc1Cl)c1nc2ccccc2[nH]1 (configuration not stated)	-10	·	7	·	3	-9	·	1	·
CCCOc1ccc(C2NC(=O)NC(c3ccccc3)=C2C(C)=O)cc1OCC (configuration not stated)	7	-2	6	1	-2	2	0.4	6	-1
COc1ccc(Nc2ncnc3ccc(C)cc23)cc1	-1	1	2	4	2	-2	-0.8	4	0
Cc1nc2ncnn2c(C)c1CCC(=O)NCc1ccccc1	3	4	4	1	2	5	1.6	-4	-2
COc1ccc(/C=N/n2c(C)cc(C)c(C(N)=O)c2=O)cc1	5	8	-3	-2	6	0	-1.1	-2	-4
CCC(=O)NCc1cc(-c2nn(C)c(=O)c3ccccc23)ccc1C	3	3	1	3	-4	5	-0.6	-2	1
CCOC(=O)[C@@H]1[C@H]2COc3ccccc3[C@@H]2N2C(=O)N(c3ccc(OC)cc3)C(=O)[C@@]12C	0	3	1	2	-3	10	1.1	0	-1
O=C(N/N=C/c1cccc(OC(=O)c2ccco2)c1)c1ccc(F)cc1	-1	2	1	2	-4	-1	-1.7	5	-2
Cc1cccc2sc(N(CCCN(C)C)C(=O)c3ccc(C(=O)c4ccccc4)cc3)nc12	4	-1	6	-1	5	8	0.8	3	2
Cc1ccc[n+](CC(=O)Nc2cccc([N+](=O)[O-])c2)c1	-1	2	5	0	2	4	-0.4	4	-2
Cc1cc(OC(=O)N2CCOCC2)cc(C)c1Cl	-6	2	0	0	4	0	0.6	-5	-5
Cc1nn(-c2ncc(C(F)(F)F)cc2Cl)c(=O)n1-c1cccc(Cl)c1	2	1	-1	0	1	-1	1.2	7	0
CCN1C(=O)C(CC(=O)Nc2ccccc2)N(Cc2ccccn2)C1=S (configuration not stated)	12	9	5	-3	-2	-1	0.7	0	0
CC(=O)c1ccc2noc(-c3cccc(F)c3)c2c1	6	1	-11	-5	-4	3	-2.2	2	4
CCOC(=O)C1CCN(C(=O)c2ccc(SC)cc2OC)CC1	7	-3	-3	-1	-1	4	0.7	4	-5
Cc1cc(N2CCN(Cc3nc(-c4ccc(F)cc4)oc3C)CC2)cc(C)n1	2	3	9	1	-3	-2	-0.3	5	3
CC(C)Cn1nc(C(=O)Nc2cccc(S(=O)(=O)N3CCCC3)c2)c2ccccc2c1=O	0	·	4	·	-2	-2	·	-7	·

Retrieved by structure from the list above, 3 records:
SMILES	MCL1-BIM inh	GSTO1 inh	GLD-1 TGE inh	Fam108B counter	PAD4 inh	Bcl-xL primary	MEX-5 binding	PME-1 inh	TPT1 inhibitor
Cc1cc(N2CCN(Cc3nc(-c4ccc(F)cc4)oc3C)CC2)cc(C)n1	2	3	9	1	-3	-2	-0.3	5	3
CC(C)Cn1nc(C(=O)Nc2cccc(S(=O)(=O)N3CCCC3)c2)c2ccccc2c1=O	0	·	4	·	-2	-2	·	-7	·
CC(=O)c1ccc2noc(-c3cccc(F)c3)c2c1	6	1	-11	-5	-4	3	-2.2	2	4
